Compound activity from PubChem BioAssay.
CHO-K1 Ca antag – counter-screen for M1 antagonists: effect in parental CHO-K1 cells; ATP-induced calcium, Fluo-8 fluorescence; inhibition, % at 3 µM; 0.6% of 360,000 active; AID 602250;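 active means inhibition above a per-plate cutoff, the plate's mean sample inhibition plus 3 SD, cut at about 24% in these data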;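 further: 0% = DMSO plus EC80 ATP and 100% = DMSO alone without ATP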
TAAR1 antagonist – antagonists of human TAAR1 | Q96RJ0 | CHO RD-HGA16 TAAR1, Fluo-8 calcium fluorescence, antagonist | inhibition, % at 3 µM | 1.5% of 360,000 active | AID 624466;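 active means inhibition above a per-plate cutoff, the mean inhibition of test compounds on that plate plus 3 SD, cut at about 49% in these data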;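 further: 0% = DMSO plus EC80 beta-PEA response and 100% = DMSO alone without agonist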
Target sequence (Q96RJ0 whole entry, looked up): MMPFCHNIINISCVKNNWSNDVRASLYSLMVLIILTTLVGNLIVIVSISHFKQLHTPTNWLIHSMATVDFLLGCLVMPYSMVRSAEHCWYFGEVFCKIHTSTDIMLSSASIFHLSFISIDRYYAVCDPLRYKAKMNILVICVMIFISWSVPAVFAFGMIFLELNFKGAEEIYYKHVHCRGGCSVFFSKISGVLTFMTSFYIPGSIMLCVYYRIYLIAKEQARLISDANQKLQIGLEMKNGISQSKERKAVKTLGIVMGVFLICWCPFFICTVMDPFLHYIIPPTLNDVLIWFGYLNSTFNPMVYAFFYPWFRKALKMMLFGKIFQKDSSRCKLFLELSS
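Material: CHO RD-HGA16 cells bearing hTAAR1; compound dosing: one-point dosing, 3 µM nominal final; schedule: dye loading 75 min at 37 °C, then 30 min room temperature; measured by: calcium fluorescence with Fluo-8; control set: vehicle and agonist controls; replication: n of 1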
M1 antag – human CHRM1 antagonism | P11229 | CHO-K1 hM1, Fluo-8 calcium fluorescence, ACh EC80 antagonist | inhibition, % at 3 µM | 1.3% of 360,000 active | AID 588852;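 active means percent inhibition above its own plate's cutoff, namely the mean of that plate's compound wells plus 3 SD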;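 further: peak over basal fluorescence ratio during 140 s after agonist addition; 0% = ACh EC80 plus DMSO and 100% = DMSO alone without agonist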
M1 PAM parental – nonselective activator or artifact in parental CHO-K1 calcium assay | ATP EC20, Fluo-8 calcium fluorescence; 0% at ATP EC20, 100% at ATP max | activation, % at 3 µM | 0.02% of 360,000 active;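 active means activation above the run cutoff, the mean activation of all test compounds plus 3 SD, cut at about 40% in these data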;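 further: peak over basal fluorescence ratio in a 140 s read after ATP addition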
CHO parental Ca – signal in parental CHO cells, OX1R antagonist counter-screen; parental CHO-K1, ATP-induced calcium, Fluo-8 fluorescence; inhibition, % at 5.6 µM; 0.63% of 330,000 active; AID 463079;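 active means inhibition above that plate's mean sample inhibition plus 3 SD, cut at about 26% in these data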;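 further: 0% = ATP-challenged DMSO wells and 100% = DMSO wells without ATP; some compounds past the cut are filed as inactive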
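Material: Parental CHO cells | Reagent: ATP | Compound dosing: Single nominal dose of 5.6 µM per compound | Detection: Intracellular calcium via Fluo-8 no-wash fluorescent dye | Read-out: % inhibition of ATP-induced calcium mobilization | Benchmarks: Low control ATP plus DMSO, high control DMSO only | Replicates: Singlicate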
CHRM1 agonist – activates human CHRM1 receptor | CHO-K1 hM1, Fluo-8 calcium fluorescence, agonist mode; 0% DMSO, 100% acetylcholine EC100 | 0.33% of 360,000 active | activation, % at 3 µM | AID 588814;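 active means activation above the run's mean compound activation plus 3 SD, cut at about 16% in these data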;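 further: peak over basal fluorescence ratio within a 140 s kinetic read after compound addition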
TAAR1 agonist – human TAAR1 agonism; activation, % at 3 µM; 0.99% of 360,000 active; Q96RJ0; CHO RD-HGA16 TAAR1, Fluo-8 calcium fluorescence; vehicle wells 0%, saturating PEA agonist 100%;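 active means activation above the mean activation of all test compounds in the run plus 3 SD, cut at about 38% in these data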
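Assay system: CHO-derived RD-HGA16 cells with stable Gα16 and human TAAR1; timing: 17-24 h seeding, 75 min 37 °C dye, 30 min RT; read-out: % activation from peak over basal fluorescence ratio, DMSO-to-PEA scaled; measured by: kinetic Fluo-8 calcium fluorescence; benchmarks: low control DMSO, high control PEA (EC100); doses: 3 µM single concentration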
CHO-K1 Ca ag – counter-screen for M1 agonists: effect in parental CHO-K1 cells; Fluo-8 calcium fluorescence; scaled to maximal ATP response, vehicle zero; activation, % at 3 µM; 0.48% of 360,000 active; AID 602248; in the data active means activation above about 15%;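 further: untransfected CHO-K1 host cells lacking M1 receptor as counterscreen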
OXTR potentiate – potentiates the human oxytocin receptor response; CHO-OTR cells, Fluo-8 calcium fluorescence, potentiator mode; 0% = oxytocin EC15, 100% = EC100; activation, % at 3 µM; 0.061% of 320,000 active;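 active means activation above that plate's cutoff, the mean activation of tested compounds plus 3 SD, cut at about 6.6% in these data, passing the limit was not always enough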;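 further: 100% uses oxytocin at 75 nM as the full agonist control; some results filed as inactive read as strong as hits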
Target sequence (P30559 whole entry, looked up): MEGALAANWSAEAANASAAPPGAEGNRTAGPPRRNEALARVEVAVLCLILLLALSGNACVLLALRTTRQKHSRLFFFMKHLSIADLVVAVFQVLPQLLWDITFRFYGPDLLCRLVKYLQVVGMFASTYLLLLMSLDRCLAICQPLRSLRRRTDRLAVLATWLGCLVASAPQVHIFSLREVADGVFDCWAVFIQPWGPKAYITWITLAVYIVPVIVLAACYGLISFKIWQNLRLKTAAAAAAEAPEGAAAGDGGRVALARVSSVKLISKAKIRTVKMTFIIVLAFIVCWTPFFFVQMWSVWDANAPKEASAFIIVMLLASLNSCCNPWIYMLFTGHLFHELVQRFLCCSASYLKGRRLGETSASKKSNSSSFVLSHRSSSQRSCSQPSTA
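Assay system: CHO-OTR cells, human receptor / Also added: oxytocin at about EC15, sub-maximal agonist stimulus / Dosing: single dose, 3.0 µM nominal final compound concentration / Incubation: 6 min pre-incubation, 100 s read / Technique: Fluo-8 calcium dye fluorescence / Read-out: % activation vs EC15 and EC100 oxytocin / Benchmarks: EC15 oxytocin low, 75 nM oxytocin high / Replicates: singlicate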
Active calls of the source: *; x = no result given.

SMILES	CHO-K1 Ca antag	TAAR1 antagonist	M1 antag	M1 PAM parental	CHO parental Ca	CHRM1 agonist	TAAR1 agonist	CHO-K1 Ca ag	OXTR potentiate
CC1CC2=C(NC(=S)NC2c2cccc(F)c2)/C(=C/c2cccc(F)c2)C1 (stereo not drawn)	-3	4	2	-13	x	0	-1	-0.6	x
O=C(Cc1ccc(Cl)cc1)NCC(=O)N1CCCC1	-7	-8	-7	8	-13	-3	5	-0.1	-9
COC(=O)Cn1c(N2CCCC2)nc2c1c(=O)n(C)c(=O)n2C	-9	11	-18	4	-1	-3	-1	0.2	-12
O=C(COC(=O)Cc1c[nH]c2ccccc12)Nc1cc(S(=O)(=O)N2CCOCC2)ccc1Cl	-21	35	-11	6	-11	3	13	8.2	-7
COc1cccc(NC(C)C(=O)N2CC(C)OC(C)C2)c1 (stereo not drawn)	-1	6	4	19	-9	-4	12	0.7	-5
O=C(NC1CCCCC1)c1cccc(S(=O)(=O)N2CCOCC2)c1	-8	-2	-8	1	3	-3	1	0.5	-3
C/C(=N\NC(=O)c1nn(C)c(C)c1Br)c1ccc(NC(=O)c2ccoc2C)cc1	-6	12	-12	23	2	0	3	0.9	2
CCOC(=O)CNC(=O)c1sc(NC(=O)c2ccccc2F)nc1C	-12	3	-34	9	-4	-1	11	0.5	-3
CCN(CC)S(=O)(=O)c1ccc(-c2cn3ccc(C)cc3n2)cc1	-9	9	-18	19	-5	-8	6	1.5	-11
CCOC(=O)c1sc(=S)n(-c2ccccc2OC)c1N	-9	2	-3	18	-17	-2	5	4.5	-5
COc1cccc(NC(=O)CN(C)C(=O)c2ccccc2Sc2ccccc2C#N)c1	-27	17	-9	11	-14	0	7	5.3	-1
COc1ccc(CNC(=O)c2sc(=O)n(Cc3cc(Cl)ccc3OC)c2C)cc1	-9	25	3	11	x	-3	11	4.1	x
S=C(Nc1ccccc1)Nc1nccs1	-7	-15	12	-6	-2	-2	5	6.3	-12
Cc1sc(N/N=C/c2cccnc2)nc1-c1ccc(Cl)cc1	-6	-9	-5	21	-21	-5	-1	0.4	-9
O=C(CSc1nnc(-c2cnccn2)n1Cc1ccco1)Nc1ccc(Br)cc1	-9	-14	-7	21	-21	-3	2	1.0	-2
O=C(Nc1ccccc1F)Nc1ccc([N+](=O)[O-])cc1Cl	-10	18	-5	20	8	-3	6	5.0	-11
C[C@H](NC(=O)c1nc[nH]c1C(=O)N1CCN(C(=O)OC(C)(C)C)CC1)C(=O)OC(C)(C)C	-18	14	-6	-9	-5	-2	0	0.1	-3
CC(C)C(=O)Nc1cccc(NC(=O)c2cccc(Br)c2)c1	-1	-16	-6	17	-19	-2	9	3.5	-6
COc1ccc([N+](=O)[O-])cc1NC(=O)CCSCCc1ccccn1	-11	-4	-10	18	16	-2	0	1.1	-8
Cn1cccc1C(=O)NC(=O)CSc1cccc[n+]1[O-]	-5	12	5	11	-6	-4	16	0.4	0
N/C(=N\OCc1ccccc1)c1nonc1N	5	3	-7	2	6	0	4	1.1	-8
COc1ccccc1NC(=S)NC(=O)CCc1ccccc1	2	3	-3	1	-13	-4	-2	-0.8	-7
COc1ccccc1CN1CC(C(=O)NCc2cccnc2)CC1=O (stereo not drawn)	-9	4	-7	12	-10	-4	7	-0.2	-6
NC(=O)c1ccc(NC(=O)Cn2c(=O)n(-c3ccccc3)c(=O)c3oc4ccccc4c32)cc1	9	2	-2	-18	5	-3	0	-0.2	0
CC(C)S(=O)(=O)C1=NSC2=NC(=O)/C(=C\c3ccc(-c4ccccc4)o3)C(=N)N21	10	-8	-15	4	-3	-2	2	0.1	-4

A draw from above in order of molecular weight, rising.
SMILES	CHO-K1 Ca antag	TAAR1 antagonist	M1 antag	M1 PAM parental	CHO parental Ca	CHRM1 agonist	TAAR1 agonist	CHO-K1 Ca ag	OXTR potentiate
O=C(Cc1ccc(Cl)cc1)NCC(=O)N1CCCC1	-7	-8	-7	8	-13	-3	5	-0.1	-9
Cn1cccc1C(=O)NC(=O)CSc1cccc[n+]1[O-]	-5	12	5	11	-6	-4	16	0.4	0
COc1cccc(NC(C)C(=O)N2CC(C)OC(C)C2)c1 (stereo not drawn)	-1	6	4	19	-9	-4	12	0.7	-5
CCOC(=O)c1sc(=S)n(-c2ccccc2OC)c1N	-9	2	-3	18	-17	-2	5	4.5	-5
COc1ccccc1NC(=S)NC(=O)CCc1ccccc1	2	3	-3	1	-13	-4	-2	-0.8	-7
Cc1sc(N/N=C/c2cccnc2)nc1-c1ccc(Cl)cc1	-6	-9	-5	21	-21	-5	-1	0.4	-9
COc1ccccc1CN1CC(C(=O)NCc2cccnc2)CC1=O (stereo not drawn)	-9	4	-7	12	-10	-4	7	-0.2	-6
CCN(CC)S(=O)(=O)c1ccc(-c2cn3ccc(C)cc3n2)cc1	-9	9	-18	19	-5	-8	6	1.5	-11
O=C(NC1CCCCC1)c1cccc(S(=O)(=O)N2CCOCC2)c1	-8	-2	-8	1	3	-3	1	0.5	-3
CC(C)C(=O)Nc1cccc(NC(=O)c2cccc(Br)c2)c1	-1	-16	-6	17	-19	-2	9	3.5	-6
CC(C)S(=O)(=O)C1=NSC2=NC(=O)/C(=C\c3ccc(-c4ccccc4)o3)C(=N)N21	10	-8	-15	4	-3	-2	2	0.1	-4
NC(=O)c1ccc(NC(=O)Cn2c(=O)n(-c3ccccc3)c(=O)c3oc4ccccc4c32)cc1	9	2	-2	-18	5	-3	0	-0.2	0
O=C(CSc1nnc(-c2cnccn2)n1Cc1ccco1)Nc1ccc(Br)cc1	-9	-14	-7	21	-21	-3	2	1.0	-2
O=C(COC(=O)Cc1c[nH]c2ccccc12)Nc1cc(S(=O)(=O)N2CCOCC2)ccc1Cl	-21	35	-11	6	-11	3	13	8.2	-7

The list continues:
SMILES	CHO-K1 Ca antag	TAAR1 antagonist	M1 antag	M1 PAM parental	CHO parental Ca	CHRM1 agonist	TAAR1 agonist	CHO-K1 Ca ag	OXTR potentiate
COc1ccc(NC(=O)c2cc(-c3ccc(C)o3)nc3ccccc23)cc1	4	57*	9	5	-6	-4	7	2.5	-5
COC(=O)c1ccc(OCC(=O)c2ccc(O)cc2O)cc1	2	-5	-4	-4	10	-3	3	0.5	-3
CC(C)(C)c1ccc(-c2noc(CCC(=O)Nc3cccnc3)n2)cc1	7	26	7	-5	-9	-5	21	11	-14
O=c1c(Cc2c(F)cccc2Cl)c(O)ccn1CCCn1ccnc1	-7	-5	-2	5	-10	-6	3	-0.2	-1
Cc1cc(NC(=O)C2COc3ccccc3O2)no1 (stereo not drawn)	3	-20	12	13	-12	-3	-1	0.3	-1
CC(C)OCCCn1c(=N)c(C(N)=S)cc2c(=O)n3ccccc3nc21	5	4	5	19	-24	-6	2	4.2	-8
CC(C)(C)c1ccc(S(=O)(=O)N2CCCCC2)cc1	-16	-2	7	26	-15	-14	5	0.0	-4
CN1CCN(c2cc3c(cc2F)c(=O)c(C(=O)O)cn3CCF)CC1	-17	-10	-12	10	10	-7	-1	1.2	-8
Cc1cccc2cc(C(c3nnnn3Cc3ccccc3)N3CCCc4ccccc43)c(=O)[nH]c12 (stereo not drawn)	-15	0	-11	1	-11	-7	4	1.0	-1
CC(=O)N1CCCC(C(=O)c2ccc3c4c(cccc24)CC3)C1 (stereo not drawn)	-11	-11	-9	21	-20	-8	-1	1.0	-5
Cc1cc(Cl)ccc1C(O)c1ncc(-c2cccc(C(F)(F)F)c2)[nH]1 (stereo not drawn)	-3	-6	0	10	x	-1	11	1.5	x
COc1ccc(S(=O)(=O)Cc2ccc(C(=O)N3CCN(c4cc(C)ccc4C)CC3)o2)cc1	-24	20	-7	9	-30	-3	-1	6.3	-3
CNC[C@H]1Oc2ccc(NC(=O)Nc3ccccc3)cc2CC(=O)N([C@H](C)CO)C[C@H]1C	-10	9	0	16	4	-4	-1	0.0	-1
COC(=O)/C=C1/S/C(=N/NC(=O)c2ccccc2OC)NC1=O	5	-43	-5	-13	-6	-1	-1	-0.2	-4
COC(=O)COc1ccc(/C=N/NC(=O)c2ccc(N(Cc3ccccc3)S(C)(=O)=O)cc2)cc1	2	1	-1	12	-8	-1	4	2.3	-1
O=Cc1c(Cl)nc2ccccn12	1	-4	-2	13	-4	-8	8	3.2	-2
Cc1ccc(CC(=O)N2CCOCC2)cc1	8	10	2	-6	-6	-2	2	0.2	-9
CCN(C(=O)c1cc2cccc(OC)c2oc1=O)C1CCCCC1	-8	-18	-13	16	-13	-2	-1	0.1	-14
CCCS(=O)(=O)NC(=O)C1(C)CCCN(C(=O)c2ccc(C(F)(F)F)nc2C)C1 (stereo not drawn)	-10	-13	-15	15	x	-1	1	0.0	x
CCC(C)(C)C1CCC2(CC1)NC(=O)N(CC(=O)N(C)CC(=O)Nc1ccccc1C(F)(F)F)C2=O (stereo not drawn)	-13	-21	-3	12	-3	-3	1	1.6	1
CCOC(=O)NC1(C(F)(F)F)C(=O)N(Cc2ccccn2)C2=C1C(=O)CC(C)(C)C2 (stereo not drawn)	14	-5	-11	-5	-13	-1	4	0.1	3
CSc1ncccc1C(=O)OCC(=O)c1cc2ccccc2o1	-11	17	-3	11	-15	-3	9	-0.3	-11
C=CCSc1nnc2c(n1)OC(c1ccccn1)N(C(C)=O)c1ccccc1-2 (stereo not drawn)	-5	-20	11	-2	-10	-5	14	-0.3	1
